# MBNL1 CUG block: inhibitors of human MBNL1 binding to CUG repeat RNA; Q9NR56; TR-FRET MBNL1-His/biotin-(CUG)12 binding, 665/545 ratio; Potency, µM (series often up to 57.5 µM), without a hit: at the highest dose activity change, negative = inhibition, hits mostly inhibitors; hit rate 0.036% among 280,000; active = well fitted inhibition curve with a large enough effect in the signal ratio, with a control signal flat, not every such curve was filed as active; inconclusive = small, poorly fitted or top-dose-only effect, or effect the other way, or a change in a side signal; inactive = no such curve, though single readings can be large or run the other way; the % refers to the signal ratio; note: potency is the fitted concentration of half-maximal effect; % is set by controls: 0 for no effect and ±100 for the full control effect
# Target sequence (Q9NR56 whole entry, looked up): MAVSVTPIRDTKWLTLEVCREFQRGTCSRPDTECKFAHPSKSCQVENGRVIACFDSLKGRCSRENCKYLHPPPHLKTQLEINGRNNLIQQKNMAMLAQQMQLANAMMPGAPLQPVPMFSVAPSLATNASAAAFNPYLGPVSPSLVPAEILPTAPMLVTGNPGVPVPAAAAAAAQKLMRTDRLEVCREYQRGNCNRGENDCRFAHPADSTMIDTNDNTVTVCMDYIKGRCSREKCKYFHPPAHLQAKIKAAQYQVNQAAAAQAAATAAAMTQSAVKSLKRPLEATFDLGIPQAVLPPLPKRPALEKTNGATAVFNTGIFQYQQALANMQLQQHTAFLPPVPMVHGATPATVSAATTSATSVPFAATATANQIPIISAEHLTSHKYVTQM
#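 MBNL1-His + Biotin-(CUG)12, cpd titration 92 nM–58 uM; Tb anti-His Ab 0.055 ng/ul, SA-XL665 5 nM (final); 60 min RT; ratiometric 665/545 nm, Ex 340 nm; normalized to buffer and full-complex controls.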
# Menin MLL FP TR: menin-MLL binding inhibition, Texas Red mutant peptide | Menin + Texas Red MLL mutant peptide, fluorescence polarization | Potency, µM (series often up to 61.6 µM), inactives show at the top dose FP activity change, negative = inhibition, actives largely listed as inhibitors | hit rate 0.23% among 270,000 | AID 1768; active = well fitted inhibition curve with a large enough effect in the polarisation, with a control signal flat, not every such curve was filed as active; inconclusive = small, poorly fitted or top-dose-only effect, or effect the other way, or a change in a side signal; inactive = no such curve, though single readings can be large or run the other way; the % refers to the polarisation; note: potency is the fitted concentration of half-maximal effect; % of control where 0% means no effect; many of its hits are not listed in these tables
# KCNH2 3.1 inh: inhibitors of human KCNH2 3.1 potassium channel isoform | U2OS KCNH2 3.1, thallium flux FluxOr; hits give low values | activity change, % (tested at about 1.8 µM) | hit rate 0.95% among 340,000 | AID 720553;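 active = maximum activity change below -70%; inconclusive = maximum activity change from -70% to -50%; inactive = maximum activity change above -50%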;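 note: thallium influx rate constant from kinetic fluorescence after stimulation buffer; % is set by controls: 0 for no effect and ±100 for the full control effect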
#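 Kinetic fluorescence (2 min after stimulation buffer) measures Tl+ influx through KCNH2 3.1 expressed by viral transduction in U2OS cells; the rate constant is normalized against DMSO controls serving as positive and negative references.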
# Rab9 promoter act: activates the Rab9 promoter | Huh7 Rab9 promoter-luciferase reporter, luminescence, 24 h | Potency, µM (top dose mostly 9.22 µM), inactives show at the top dose activation, negative = inhibition, actives largely listed as activators | hit rate 2.8% among 320,000 | AID 485297; note: potency is the fitted concentration of half-maximal effect; % of control where 0% means no effect; nearly all actives have a fitted effect of over 60% in size
#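 Promoter activation is measured as luciferase luminescence in Huh7 cells stably transfected with a Rab9 promoter–luciferase construct, following 24 h compound exposure at 37 °C and 10 min reagent incubation at ambient temperature.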
# Mito fusion yeast: mitochondrial division inhibition or fusion activation; S. cerevisiae fusion-defective mutant growth rescue, CellTiterGlo 48 h; Potency, µM (series often up to 46.1 µM), for the others: top-dose growth rescue (activation), most hits filed as activators; hit rate 0.23% among 320,000;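 note: potency is the fitted concentration of half-maximal effect; % of control where 0% means no effect; nearly all actives have a fitted effect of over 45% in size; temperature-sensitive fusion mutants such as fzo1-1 at 37 °C on non-fermentable ethanol glycerol medium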
#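 Compounds are tested for their ability to restore growth of mitochondrial fusion-defective yeast strains at non-permissive 37C in YPEG medium over 48 hours. Viability is quantified by luciferase luminescence.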
# ELG1 DNA repair: blocks ELG1-dependent DNA repair in HEK293T cells | HEK293T ELG1-luciferase reporter, luminescence, 16 h; DNA damage induced by 5-fluorouridine | Potency, µM (highest dose often 46.1 µM), inactives show top-dose activity change, negative = inhibition, hits mostly inhibitors | AID 504467 | hit rate 2.3% among 330,000; note: potency is the fitted concentration of half-maximal effect; % is set by controls: 0 for no effect and ±100 for the full control effect; nearly all actives have a fitted effect of over 55% in size
#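 5-Fluorouridine DNA damage + compound/DMSO, 2,000 cells/well, 16 h, 37 °C/5% CO2. ONE-Glo, 30 min RT, luminescence. Readout = decrease in reporter signal.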
# RORgamma inh: inhibitors of mouse ROR gamma transcriptional activity. P51450. Potency, µM (top dose mostly 53.6 µM), for inactives: top-dose activity change, negative = inhibition, hits mostly inhibitors. Drosophila S2 Gal4-RORgamma UAS-luciferase reporter, 20 h. hit rate 5.4% among 310,000; note: potency is the fitted concentration of half-maximal effect; % is set by controls: 0 for no effect and ±100 for the full control effect; nearly all actives have a fitted effect of over 60% in size
#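 Luminescence from a UAS-regulated Photinus luciferase reporter in stably transfected Drosophila Schneider cells is measured; decreased signal marks ROR gamma inhibition. Fusion expression is induced by 700 uM copper sulfate for 20 hr.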
# FLuc counter: inhibits or activates purified firefly luciferase, miR-21 counter-screen; P08659; purified FLuc, Km substrates, luminescence inhibition; Potency, µM (highest dose often 57.5 µM), for inactives: at the highest dose activity change, negative = inhibition, actives largely listed as inhibitors; hit rate 6.9% among 360,000; AID 588342;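 note: potency is the fitted concentration of half-maximal effect; plate controls were vehicle for no effect and reference inhibitor for full effect; nearly all actives have a fitted effect of over 55% in size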
# Target sequence (P08659 whole entry, looked up): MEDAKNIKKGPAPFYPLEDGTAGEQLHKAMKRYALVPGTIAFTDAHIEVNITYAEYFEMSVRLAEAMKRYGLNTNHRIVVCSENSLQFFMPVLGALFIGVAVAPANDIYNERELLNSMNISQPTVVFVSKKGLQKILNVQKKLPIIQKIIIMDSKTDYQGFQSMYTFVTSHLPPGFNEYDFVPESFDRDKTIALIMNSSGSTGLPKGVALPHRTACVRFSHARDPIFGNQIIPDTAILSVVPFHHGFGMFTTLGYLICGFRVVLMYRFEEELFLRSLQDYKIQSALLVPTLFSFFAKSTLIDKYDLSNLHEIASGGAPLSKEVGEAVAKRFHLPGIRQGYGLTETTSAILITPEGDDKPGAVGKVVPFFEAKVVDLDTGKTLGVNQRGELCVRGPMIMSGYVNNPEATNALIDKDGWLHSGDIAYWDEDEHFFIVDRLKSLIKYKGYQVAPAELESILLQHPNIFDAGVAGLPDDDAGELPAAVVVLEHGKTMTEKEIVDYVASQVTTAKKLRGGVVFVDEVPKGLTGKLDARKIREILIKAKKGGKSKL
#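 Biochemical qHTS of compounds, final roughly 60 µM downward over six points, against 10 nM purified firefly luciferase using Km concentrations of substrates (10 uM D-luciferin, 10 uM ATP) in Tris acetate pH 7.5 buffer; luminescence output.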
# VP16 counter: counter-screen for ROR gamma inhibitors: Gal4-VP16 reporter; Drosophila S2 Gal4-VP16 UAS-luciferase, luminescence, 20 h; Potency, µM (titrated, usually from 53.6 µM), without a hit: top-dose activity, negative = inhibition, hits mostly inhibitors; hit rate 3.5% among 310,000;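 note: Gal4-VP16 expression switched on by copper sulfate through the metallothionein promoter; potency is the fitted concentration of half-maximal effect; % is set by controls: 0 for no effect and ±100 for the full control effect; nearly all actives have a fitted effect of over 50% in size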
# NPC1 promoter act: activators of NPC1 promoter | Huh7 NPC1 promoter luciferase reporter, 24 h | Potency, µM (top dose mostly 9.22 µM), inactives show top-dose activation, usual class: activators | hit rate 2.4% among 320,000;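 note: potency is the fitted concentration of half-maximal effect; % of control where 0% means no effect; nearly all actives have a fitted effect of over 60% in size; reporter is driven by a mutant NPC1 promoter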
#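 Huh7 cells stably carrying NPC1 promoter–luciferase, plated in Opti-MEM with 10% FBS for 2 h, were exposed to compound in DMSO for 24 h at 37 °C; luciferase reagent was added for 10 min and luminescence read.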
# PKM2 act: activators of human pyruvate kinase M2 | P14618 | purified PKM2, Kinase-Glo ATP luminescence, activation; response scale: 0% is enzyme alone, no compound | Potency, µM (top dose mostly 57.5 µM), for inactives: at the top dose activation, most hits filed as activators | hit rate 0.34% among 260,000; note: potency is the fitted concentration of half-maximal effect; % is set by controls: 0 for no effect and ±100 for the full control effect; nearly all actives have a fitted effect of over 55% in size
#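 Purified hPK-M2 (>95% pure) converted ADP (0.1 mM final) to ATP with 0.5 mM PEP in 50 mM imidazole pH7.2, KCl, MgCl2, Tween 20, BSA; 1 h at room temperature. ATP detected by Kinase-Glo luminescence.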
# Numbers without * were called inactive; ? = inconclusive; nt = not tested or not shown; & = joins results of further samples; [ ] = remark or other dose. Unless noted, calls come from the whole dose curve; as a rule, active = well fitted curve in the direction sought with a large enough effect; inconclusive = small, poorly fitted or top-dose-only effect, or another doubt; inactive = no such curve, though single readings can be large; an effect the other way counts as inactive or inconclusive. Not all compounds are listed; rates above refer to the full screens.
SMILES,MBNL1 CUG block,Menin MLL FP TR,KCNH2 3.1 inh,Rab9 promoter act,Mito fusion yeast,ELG1 DNA repair,RORgamma inh,FLuc counter,VP16 counter,NPC1 promoter act,PKM2 act
CCN(CC)CCNS(=O)(=O)c1ccc(OC)c(Br)c1,-1%,-20%,14,-4%,-2%,0%,-17%,0%,3%,-2%,-1%
Cc1ccc(S(=O)(=O)N2CCN(C(=O)Cn3c(=O)cnc4ccccc43)CC2)cc1,nt,nt,-13,-3%,-1%,-5%,nt,-1%,nt,0%,nt
C[C@@H](NC(=O)c1[nH]cnc1C(=O)Nc1ccccc1)c1ccccc1,nt,nt,-9,-3%,-12%,?,nt,-1%,nt,-4%,nt
CCOc1ccc(CCNS(=O)(=O)c2ccc3c(c2)NC(=O)CO3)cc1OCC,-4%,nt,18,1%,-2%,-7%,0%,3%,2%,1%,nt
CCn1c(N2CCN(S(=O)(=O)c3ccccc3C(F)(F)F)CC2)nc2ccccc21,2%,-2%,-30,5%,10%,?,25%,-1%,-2%,-1%,3%
Cc1ccc(S(=O)(=O)N2CCOCC2)cc1NC(=O)c1cc2c(s1)CCC2,-3%,0%,1,-4%,2%,23µM*,11%,1%,0%,-2%,-3%
CN(c1ccccc1)S(=O)(=O)c1ccc(C(=O)NCc2cccs2)cc1,2%,nt,0,1%,2%,-24%,9%,4%,7%,-3%,8%
CC[C@H](C)[C@H](NC(=O)c1ccccc1)C(=O)Nc1ccc(S(=O)(=O)Nc2cc(C)nc(C)n2)cc1,1%,nt,-8,-7%,-1%,10%,34%,0%,-5%,-3%,1%
FC(F)Sc1ccc(Nc2ncnc3nc[nH]c23)cc1,4%,10%,5,?,1%,?,?,?,?,?,15%
C/C(=N/NC(=O)c1cc(-c2ccc(Br)s2)[nH]n1)c1ccco1,-2%,22%,-34,-8%,9%,-14%,-14%,24µM*,?,1%,1%
O=C(c1ccc(CNS(=O)(=O)c2ccccc2)cc1)N1CCN(Cc2ccccc2)CC1,-6%,-11%,8,-18%,0%,?,57%,-3%,-2%,-1%,5%
O=C(c1c[nH]c(=O)n(-c2ccccc2)c1=O)N1CCc2ccccc21,2%,2%,9,-2%,2%,-1%,-13%,6%,-2%,3%,6%
CCc1ccc(-n2c(=S)sc3c(=O)n(-c4ccccc4OC)c(=S)[nH]c32)cc1,?,-7%,-12,-2%,15%,6%,15%,?,-8%,3%,-20%
Cc1ccc(NC(=O)CSc2ncnc3ccccc23)cc1S(=O)(=O)N1CCOCC1,8%,nt,18,-14%,-9%,?,41%,-16%,-12%,-1%,1%
Cn1cc(S(=O)(=O)NCc2cccs2)c(=O)n(C)c1=O,-7%,-1%[11.7 µM],16,-1%,-1%,5%,-28%,1%,9%,6%,15%
CC(C)(C)C(=O)/C(C#N)=c1\s/c(=C\c2ccncc2)c(=O)n1CCCN1CCOCC1,1%,-10%,nt,3%,-2%,0%,-23%,4%,5%,-2%,2%
Cc1cc(C)n(-c2cc(O)c(-n3nc(C)cc3C)cc2O)n1,-6%,5%,0,-9%,-4%,5%,-25%,1%,-7%,-6%,15%
CC(=O)NCCn1c(SCC(=O)NCCC2=CCCCC2)nc2ccccc2c1=O,-2%,-23%,-12,-1%,-4%,7%,-6%,2%,-8%,-2%,4%
CC(C)C12CN3CC(C(C)C)(CN(C1)C3c1ccc([N+](=O)[O-])o1)C2=O (stereo unspecified),?,nt,-4,0%,-8%,-1%,-21%,2%,8%,-1%,-1%
COCCn1c(C(=O)N2CCCC2)cc2c1C[C@H]1CN(C(=O)c3ccccc3)[C@@](Cc3ccc(F)cc3)(C(=O)OC)[C@@H]21,8%,?,2,-2%,2%,12%,43%&0%,-2%,1%&-6%,-7%,2%&1%

# Quoted at random: three entries already listed
SMILES,MBNL1 CUG block,Menin MLL FP TR,KCNH2 3.1 inh,Rab9 promoter act,Mito fusion yeast,ELG1 DNA repair,RORgamma inh,FLuc counter,VP16 counter,NPC1 promoter act,PKM2 act
Cc1cc(C)n(-c2cc(O)c(-n3nc(C)cc3C)cc2O)n1,-6%,5%,0,-9%,-4%,5%,-25%,1%,-7%,-6%,15%
CC(=O)NCCn1c(SCC(=O)NCCC2=CCCCC2)nc2ccccc2c1=O,-2%,-23%,-12,-1%,-4%,7%,-6%,2%,-8%,-2%,4%
CCc1ccc(-n2c(=S)sc3c(=O)n(-c4ccccc4OC)c(=S)[nH]c32)cc1,?,-7%,-12,-2%,15%,6%,15%,?,-8%,3%,-20%

# In the list so far, these contain bromine.
SMILES,MBNL1 CUG block,Menin MLL FP TR,KCNH2 3.1 inh,Rab9 promoter act,Mito fusion yeast,ELG1 DNA repair,RORgamma inh,FLuc counter,VP16 counter,NPC1 promoter act,PKM2 act
CCN(CC)CCNS(=O)(=O)c1ccc(OC)c(Br)c1,-1%,-20%,14,-4%,-2%,0%,-17%,0%,3%,-2%,-1%
C/C(=N/NC(=O)c1cc(-c2ccc(Br)s2)[nH]n1)c1ccco1,-2%,22%,-34,-8%,9%,-14%,-14%,24µM*,?,1%,1%

# Additional results follow.
SMILES,MBNL1 CUG block,Menin MLL FP TR,KCNH2 3.1 inh,Rab9 promoter act,Mito fusion yeast,ELG1 DNA repair,RORgamma inh,FLuc counter,VP16 counter,NPC1 promoter act,PKM2 act
Cc1sc(NC(=O)c2ccccc2)c(C(=O)NC(C)C)c1C,2%,12%,-5,17%,0%,2%,-5%,?,-1%,-4%,-1%
CCOc1ccc(C2C(C(=O)c3ccco3)=C(O)C(=O)N2CCCn2ccnc2)cc1OCC (stereo unspecified),12%,-3%,3,-1%,-6%,0%,2%,2%,-10%,0%,6%
Cc1nc2sc3c(=O)[nH]nnc3c2c(C)c1Br,-4%,-25%,-9,12%,-8%,10%,-2%,?,-1%,-2%,nt
COc1ccc(OC(=O)c2ccc3nsnc3c2)cc1,?,0%,2,-1%,3%,9%,5%,7.6µM*,-12%,2%,-5%
O=C(Nc1cccc(C(F)(F)F)c1)N1CCC(c2nc(-c3ccc(F)cc3)no2)CC1,1%,?,-33,-18%,15%,?,-79%,2%,?,-11%,-14%
CC(=O)N1C(Nc2ccc(Cl)cc2)CCN1c1ccccc1 (stereo unspecified),-8%,17%,-8,-4%,6%,9%,-1%,0%,-14%,-1%,-2%
COc1ccc(N2CCN(CC(O)COc3ccc(C)cc3C)CC2)cc1 (stereo unspecified),-13%,-26%,-20,-6%,-23%,?,18%,-1%&6%,-3%,-2%,nt
CCC(C)(C)C1CCc2nc3ccccc3c(C(=O)OC(C)C(=O)Nc3c(C)n(C)n(-c4ccccc4)c3=O)c2C1 (stereo unspecified),nt,0%,-20,-5%,7%,4.1µM*,21%,-17%,-8%,-7%,9%
COc1ccc(CCNC(=O)c2ccc(CSc3ccccc3)o2)cc1,3%,-9%,-6,18%,-3%,?,40%,?,-4%,1%,-1%
Cc1ccc(/C=C2\SC(=S)N(c3cccnc3)C2=O)o1,20%,nt,-14,14%,9%,17%,-8%,-6%,2%,11%,-4%
O=S(=O)(NCCc1cn2ccccc2n1)c1ccc2c(c1)OCCO2,0%,0%,8,1%,-3%,12%,6%,-2%,9%,-5%,3%
COc1ccc(NC(=O)CSc2ncnc3c2cnn3CCc2ccccc2)cc1,2%,?,-4,-5%,-3%,-2%,9%,-2%,-4%,-4%,1%
CCc1ccc(N2CC(C(=O)Nc3cccnc3)CC2=O)cc1 (stereo unspecified),2%,4%,-14,1%,1%,-13%,-5%,1%,-2%,-3%,0%
CNC(=O)c1ccc(NC(=O)CCc2c(C)noc2C)cc1,nt,nt,-15,-1%,0%,18%,nt,nt,nt,0%,nt

# Assay outcomes: PubChem, National Center for Advancing Translational Sciences (NCATS)
